Screening data as filed in PubChem.
L3MBTL1 inh = L3MBTL1 (human) inhibition. AlphaScreen L3MBTL1–H3K9me1 peptide binding. Q9Y468. 230,000 compounds, 0.66% hits. Potency, µM (titrated, usually from 57.1 µM), without a hit: top-dose activity, negative = inhibition, hits mostly inhibitors; further: nearly all actives have a fitted effect of over 60% in size
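AlphaScreen assay: L3MBTL1 (50 nM final) was preincubated 30 min at room temperature with biotinylated H3(1-15)K9me1 peptide (75 nM final), then 30 min with library compounds; streptavidin donor and nickel chelate acceptor beads (10 ug/mL final) added, 30 min dark.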
KDM4E inh = JMJD2E (human) inhibition. JMJD2E catalytic domain, FDH-coupled NADH fluorescence (FDH is formaldehyde dehydrogenase). Potency, µM (titrated, usually from 57.1 µM), for inactives: at the top dose activity change, negative = inhibition, usual class: inhibitors. 230,000 compounds, 1.6% hits. AID 2147; active means well fitted inhibition curve with a large enough effect, not every such curve was filed as active; inconclusive means small, poorly fitted or top-dose-only effect, or another doubt; inactive means no such curve, though single readings can be large or run the other way;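 further: 0% = wells with enzyme and -100% = buffer wells without enzyme; nearly all actives have a fitted effect of over 50% in size; many of its hits are not listed in these tables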
Target sequence (B2RXH2 1-337 limits assumed): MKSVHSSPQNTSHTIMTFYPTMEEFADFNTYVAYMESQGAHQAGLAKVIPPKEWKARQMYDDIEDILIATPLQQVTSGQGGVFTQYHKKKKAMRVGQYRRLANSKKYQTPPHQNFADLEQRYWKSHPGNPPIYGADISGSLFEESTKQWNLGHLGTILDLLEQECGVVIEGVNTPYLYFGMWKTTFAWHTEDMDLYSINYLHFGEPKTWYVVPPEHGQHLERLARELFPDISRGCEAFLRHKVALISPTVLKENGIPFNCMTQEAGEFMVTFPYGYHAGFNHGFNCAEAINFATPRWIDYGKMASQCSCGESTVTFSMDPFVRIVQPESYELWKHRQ
RGS12 GoLoco inh = RGS12 GoLoco-Gai1 interaction inhibition. P63096. 230,000 compounds, 0.44% hits. AID 880. Potency, µM (top dose mostly 61.6 µM), without a hit: at the top dose activity, negative = inhibition, usual class: inhibitors. Gai1:RGS12 GoLoco peptide FP, rhodamine, 10 min; active means well fitted inhibition curve with a large enough effect, not every such curve was filed as active; inactive means no such curve, though single readings can be large or run the other way; further: nearly all actives have a fitted effect of over 30% in size; many of its hits are not listed in these tables
Tau FP inhib = tau fibrillization inhibition (FP). K18 P301L tau heparin fibrillization, Alexa594 FP, 6 h. 280,000 compounds, 0.39% hits. Potency, µM (top dose mostly 57.7 µM), for the others: at the top dose activity, negative = inhibition, usual class: inhibitors. AID 1468; further: nearly all actives have a fitted effect of over 55% in size
Target sequence (P10636 561-689 P618L limits assumed): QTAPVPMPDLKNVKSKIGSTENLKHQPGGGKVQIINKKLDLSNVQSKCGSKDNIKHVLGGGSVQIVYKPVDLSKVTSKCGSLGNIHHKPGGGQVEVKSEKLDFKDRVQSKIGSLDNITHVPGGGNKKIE
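FP of Alexa 594-tau after heparin (20 uM) induction. Substrate: human K18 P301L, 15 uM unlabeled, 0.24 uM labeled. Buffer 100 mM sodium acetate pH 7. 6 hr, 37 C.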
RECQ1 helicase = RECQ1 (human) helicase inhibition; P46063; RECQ1 DNA unwinding, red fluorescence kinetic read; Potency, µM (highest dose often 57.3 µM), inactives show top-dose activity, negative = inhibition, hits mostly inhibitors; 240,000 compounds, 0.54% hits;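 further: plate controls were vehicle for no effect and no enzyme for full effect; nearly all actives have a fitted effect of over 30% in size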
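RECQ1T1 50 nM; forked duplex (20 bp + 30-nt ss tails) 200 nM, ATP 2 mM final; pH 8.0, 2 mM MgCl2, 2.5 ug/ml poly(dI-dC); 15 min compound preincubation; discontinuous kinetic read over 2 h at RT.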
Tau ThT inhib = blocks human tau fibril formation measured by thioflavin T. recombinant tau K18 P301L (four-repeat tau fragment), heparin-induced fibrillization, ThT fluorescence. Potency, µM (series often up to 57.4 µM), for inactives: at the top dose activity, negative = inhibition, most hits filed as inhibitors. 270,000 compounds, 2.1% hits. AID 1460; further: nearly all actives have a fitted effect of over 55% in size
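K18 P301L tau (15 uM + 0.24 uM Alexa 594-tagged), heparin 20 uM, NaOAc pH 7, 6 h 37 C; ThT 30 uM, 1 h RT, ex 450/em 510 nm.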
TRb SRC2 PPI = disrupts binding of human TR beta to SRC2 | TRbeta-SRC2 peptide binding, fluorescence polarization; receptor liganded with 1 µM T3 | Potency, µM (series often up to 106 µM), for the others: at the highest dose activity change, negative = inhibition, actives largely listed as inhibitors | 280,000 compounds, 0.065% hits;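 further: plate controls were bound peptide for no effect and peptide without receptor for full effect; nearly all actives have a fitted effect of over 50% in size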
Target sequence (P10828 whole entry, looked up): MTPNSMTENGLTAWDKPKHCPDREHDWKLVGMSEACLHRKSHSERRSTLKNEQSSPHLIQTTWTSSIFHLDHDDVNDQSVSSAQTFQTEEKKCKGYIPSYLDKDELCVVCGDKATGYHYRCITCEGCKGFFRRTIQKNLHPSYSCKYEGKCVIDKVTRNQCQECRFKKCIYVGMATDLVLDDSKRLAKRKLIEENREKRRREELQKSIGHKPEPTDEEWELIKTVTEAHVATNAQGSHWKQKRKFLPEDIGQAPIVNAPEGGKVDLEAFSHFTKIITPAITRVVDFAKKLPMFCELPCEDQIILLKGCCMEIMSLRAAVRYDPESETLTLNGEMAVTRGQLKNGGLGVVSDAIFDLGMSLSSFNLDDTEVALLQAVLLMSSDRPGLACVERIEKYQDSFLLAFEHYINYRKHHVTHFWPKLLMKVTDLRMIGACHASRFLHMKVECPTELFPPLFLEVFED
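Human TRb ligand-binding domain (0.6 uM) is mixed with 20 nM Texas Red SRC2 peptide and 1 uM T3; after compound addition and 5 hr at ambient temperature, polarization is measured and normalized to unbound and bound controls.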
TexasRed fluor = counter-screen for TRb-SRC2 inhibitors: fluorescence interference; TRb/SRC2 Texas Red total fluorescence interference; Potency, µM (doses to about 106 µM), for the others: top-dose fluorescence change, negative = quenching; 280,000 compounds, 0.29% hits; active means well fitted curve in either direction with a large enough effect; inconclusive means small, poorly fitted or top-dose-only effect
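Human TRb ligand-binding domain at 0.6 uM with 20 nM Texas Red SRC2 peptide in Tris buffer containing 1 uM T3 and 5% DMSO, incubated with compound 5 h at ambient temperature. Total fluorescence (555/632 nm) calculated as parallel + 2 × perpendicular.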
* hit, by the source's call; i = inactive; ? = inconclusive; . = not tested or not shown; [ ] = another dose, or the depositor's remark. Unless noted, the call rests on the fitted dose curve; in most records, active means well fitted curve in the direction sought with a large enough effect; inconclusive means small, poorly fitted or top-dose-only effect, or another doubt; inactive means no such curve, though single readings can be large; an effect the other way counts as inactive or inconclusive. Unless noted, on the % scale 0 is the no-effect control and ±100 the full control effect; potency means the concentration at half of the fitted maximal effect. Only part of the results is shown (hit frequency here may not be typical).

SMILES	L3MBTL1 inh	KDM4E inh	RGS12 GoLoco inh	Tau FP inhib	RECQ1 helicase	Tau ThT inhib	TRb SRC2 PPI	TexasRed fluor
CC(=O)C1=C(C)NC(=O)NC1c1ccc(Cl)cc1 (stereo unspecified)	2%	-9%	5%	2%	i	9%	3%	0%
N#Cc1ccccc1Cn1c(=O)n(CCCC(=O)NCc2ccc3c(c2)OCO3)c(=O)c2ccccc21	-2%	7%	4%	-5%	4%	3%	4%	-2%
Cn1c(=O)c2c(-c3ccc(Cl)cc3)n(Cc3ccccc3)cc2n(C)c1=O	.	.	.	-6%	.	?	-3%	3%
CC1CCCN(CCOc2ccc(Br)cc2)C1 (stereo unspecified)	1%	?	9%	0%	-14%	9%	2%	0%
COc1ccc(OC)c(NC(=O)COC(=O)CN(C)S(=O)(=O)c2ccc(C)cc2)c1	-4%	-3%	4%	-1%	-6%	3%	-5%[53 µM]	-1%[53 µM]
Cc1ccc(Cn2cc(C(=O)c3ccc4c(c3)OCO4)c(=O)c3cc(C)ccc32)cc1	.	.	.	1%	.	-3%	4%	-3%
Cc1ccc(-c2nnn(CC(=O)N(Cc3cccs3)C(C(=O)NC3CCCCC3)c3ccco3)n2)o1 (stereo unspecified)	.	-1%	6%	-8%	i	-8%	-5%	-8%
COc1ccc(N(Cc2cc3ccc(C)cc3[nH]c2=O)C(C)=O)cc1	5%	-23%	69%[activator]	-3%	i	-5%	-1%	1%
Cc1cc(-c2ccccc2)n2nc(N)nc2n1	.	?	5%	-6%	5%	4%	5%	-7%
O=C(CCC1N=C2c3ccccc3N=C(SCc3ccc(Cl)cc3)N2C1=O)NCc1ccco1 (stereo unspecified)	-4%	?	8%	12%	-9%	?	2%	-1%
COc1ccccc1NC(=S)NCCSc1ccc(Cl)cc1	-17%	-3%	1%	-13%	-16%	-6%	5%	9%
Cc1ccc2cccc(NC(=O)c3ccc(Br)o3)c2n1	-8%	-5%	-6%	-6%	i	-11%	-17%	-1%
COC(=O)C1=C(C)N(c2ccc(Cl)c(Cl)c2)C(=O)C1	-5%	?	-6%	3%	i	?	2%	-3%
CC(C)c1nnc(NC(=O)CSc2ncn[nH]2)s1	-1%	?	-6%	-6%	-11%	2%	-25%	1%
CCn1c2ccccc2c2cc(NC(=O)c3cc(C)on3)ccc21	.	-5%	11%	15%	i	?	-1%	0%
O=c1cc(-c2ccccc2)[nH]c2cc(Cl)ccc12	4%	4%	27%[88.7 µM]	0%[126 µM]	-14%[126 µM]	-5%[126 µM]	0%[201 µM]	-1%[201 µM]
COc1ccccc1-c1nn2c(-c3ccc(C(C)(C)C)cc3)nnc2s1	-1%	-3%	-8%	-2%	1%	-6%	-17%	-2%
Cc1ccc(NCc2ccccc2O)cc1	.	3%	13%	18%	4%	-17%	-14%	0%
Cc1ccc(C(=O)NCC(=O)N/N=C/c2cccs2)cc1[N+](=O)[O-]	2%	1%	5%	5%	-6%	2%	5%	-1%
O=S(=O)(c1ccc(Oc2ccc(Br)cc2)cc1)N1CCOCC1	16%	2%	-10%	5%	-2%	-11%	-1%	1%
O=c1[nH]c2ccc(N=Cc3c(O)ccc4cc(Br)ccc34)cc2[nH]1	-14%	?	5%	3%	-3%	?	0%	-9%
CCOc1ccc(NC(=O)Nc2cccs2)cc1	.	-11%	0%	14%	-3%	?	-6%	0%
O=C(Nc1cccc(-c2ccccc2)c1)N1CCN(C(=O)Nc2cccc(-c3ccccc3)c2)CC1	16%	-1%	10%	-7%	1%	1%	-2%	-1%
NS(=O)(=O)c1ccc(NC(=O)COC(=O)C2(c3ccc(F)cc3)CCCC2)cc1	21%	0%	-34%	-4%	7%	4%	-3%	-2%
CC(C)c1ccc(NC(=O)CCS(=O)(=O)c2cccc3nonc23)cc1	.	.	.	-9%	.	-14%	0%	-1%
Cc1ccc(-c2cn3cccnc3n2)cc1NC(=O)c1c(-c2ccccc2Cl)noc1C	0%	?	9%	3%	4%	-5%	-18%	-2%
CCCCOC(=O)C1C2C=C[C@]3(CN(CCCOC)C(=O)[C@H]13)O2 (stereo partly specified)	2%	1%	3%	?	i	-1%	-2%	-3%
CC(C)C(=O)N1CCN(c2cc(N3CCN(C)CC3)c(F)cc2[N+](=O)[O-])CC1	.	5%	19%	-3%	2%	?	6%	0%
Cn1c(SCC(=O)N2CCCC2)nnc1-c1ccc(S(=O)(=O)N2CCCC2)cc1	1%	?	12%	5%	-9%	-2%	-7%	1%
Cc1ccc(C)c(N2CCN(C(=O)CCc3c(C)nc4c(c3C)c(=O)n(C)c(=O)n4C)CC2)c1	.	.	.	0%	.	3%	1%	-4%
CCOC(=O)C1CCN(CC(O)COc2ccc(C(C)(C)C)cc2)CC1 (stereo unspecified)	-10%	-1%	5%	16%	0%	-7%	1%	0%
Cc1ccc(CS(=O)(=O)CCC(=O)O)cc1	.	4%	-2%	-4%	-4%	-6%	-3%	2%
NC(=S)N/N=C/c1ccc(C(F)(F)F)cc1	-6%	-2%	1%	3%	4%	-1%	3%[53 µM]	-1%[53 µM]
CCCn1c2ccccc2c2cnn(CC(=O)N3CCN(c4ccccc4)CC3)c(=O)c21	.	.	.	5%	.	-15%	1%	-7%
CC(C)Oc1ccc(/C=C/C(=O)NCC2COc3ccccc3O2)cc1 (stereo unspecified)	1%	3%	7%	-2%	-1%	?	-4%	-6%
Cc1ccc(C(=O)NCc2ccccn2)o1	7%	1%	5%	7%	1%	5%	0%	0%
CCOC(=O)N1CCN(C(=O)CCSc2ccc(C)cc2)CC1	3%	9%	12%	9%	-1%	?	-3%	-1%
O=C(COC(=O)c1ccccc1Br)Nc1ccccc1F	.	8%	-6%	-6%	-2%	-15%	8%	-3%
O=C(CN1C(=O)CCC1=O)Nc1ccc(Cc2ccc(NC(=O)CN3C(=O)CCC3=O)cc2)cc1	-30%	-15%	5%	-3%	i	-4%	0%	2%
Cc1nc2ccccc2c(=O)n1NC(=O)c1cncc(Br)c1	-15%	8%	-4%	4%	-4%	3%	7%	-3%
O=C(O)c1cnc(-c2ccccc2)nc1C(F)(F)F	7%[11.4 µM]	-2%	3%	-2%	i	-2%	-5%	-4%
CCOc1ccc(CC2S/C(=N/N=C/c3ccco3)NC2=O)cc1 (stereo unspecified)	.	-6%	-4%	-5%	21%	2%	3%	-1%
Cn1c(SCc2ccccn2)nnc1-c1cnccn1	3%	-5%	3%	-2%	-11%	-1%	-5%	-3%
CC1CCCCN1C(=O)CSc1nc(-c2ccccc2)cc(=O)[nH]1 (stereo unspecified)	.	4%	16%	12%	0%	-6%	-5%	-7%
CCN(CC)S(=O)(=O)c1ccc(S(=O)(=O)N2CCN(C(=O)c3ccco3)CC2)cc1	26%	-3%	1%	-1%	2%	3%	2%	-3%
Cc1cccc(C)c1NC(=O)CSc1nnc(-c2cccnc2)o1	.	-4%	8%	5%	-3%	-6%	-2%	0%
CC(C(=O)NN=C(c1ccccc1)c1ccccc1)N1CCOCC1 (stereo unspecified)	-6%	1%	19%	1%	25%	-1%	-5%	-1%
CCC(=O)N1CCN(c2ccc(NC(=S)NC(=O)c3cccc([N+](=O)[O-])c3)cc2)CC1	-1%	7%	5%	16%	i	?	-8%	0%
Cc1ccc(NC(=S)NCCc2ccc(S(N)(=O)=O)cc2)cc1C	11%	-1%	.	2%	-6%	-3%	-4%	-4%
CC1(C)CC(NC(=O)C23CCC(C)(C2Br)C3(C)C)CC(C)(C)N1 (stereo unspecified)	-3%	3%	-8%	2%	-6%	-2%	6%	-2%
CCOc1ccc(-n2c(C)cc(/C=N/N(C)C)c2C)cc1	-25%	-24%	34%[activator]	-10%	-18%	?	-7%	-2%
O=C(NNC(=O)c1csc(-c2cnccc2C(F)(F)F)n1)c1ccc(C(F)(F)F)cc1	3%	?	6%	-7%	i	-7%	4%	-1%
COc1ccc(C(CC(=O)Nc2ccc(C)cn2)N2Cc3ccccc3C2=O)cc1OC (stereo unspecified)	.	.	.	-7%	.	7%	2%	-1%
CCC1=C2CC[C@H]3C(=O)N(C)C(=O)[C@H]3[C@H]2[C@@]2(C)C(=NCC(=O)OC)OC(=O)N2C1=O	.	12%	2%	5%	0%	-7%	-2%	-5%
CCN(CC)CCCN1C(=O)C(O)=C(C(=O)c2ccco2)C1c1ccc(OC(C)C)cc1 (stereo unspecified)	-4%	-10%	.	2%	-2%	-7%	12%	1%
N#C/C(=C(/O)CCl)c1nc2ccccc2[nH]1	-4%	?	49%[activator]	11%	-13%	?	-1%	2%
O=C(Cc1ccc2c(c1)OCCO2)N1CCN(S(=O)(=O)c2cccs2)CC1	-7%	0%	1%	5%	-1%	9%	6%	-1%
Cc1ccc(N2C(=O)CS(=O)(=O)CC2=O)cc1	3%	-6%	-1%	-8%	i	-6%	12%	0%
CCCOC(=O)c1ccc(Cl)c(NC(=O)c2cccnc2)c1	9%	8%	7%	4%	-2%	-14%	3%	-4%
CC(C)c1ccc(NC(=O)C2CCN(S(=O)(=O)c3ccc(Br)s3)CC2)cc1	.	.	.	-15%	.	-7%	2%	-1%

Record cards (already shown). Order of values: L3MBTL1 inh	KDM4E inh	RGS12 GoLoco inh	Tau FP inhib	RECQ1 helicase	Tau ThT inhib	TRb SRC2 PPI	TexasRed fluor
Listed for CCC1=C2CC[C@H]3C(=O)N(C)C(=O)[C@H]3[C@H]2[C@@]2(C)C(=NCC(=O)OC)OC(=O)N2C1=O : .	12%	2%	5%	0%	-7%	-2%	-5%
Listed for O=C(NNC(=O)c1csc(-c2cnccc2C(F)(F)F)n1)c1ccc(C(F)(F)F)cc1 : 3%	?	6%	-7%	i	-7%	4%	-1%

Another view of 2 compounds above.
Compound,L3MBTL1 inh,KDM4E inh,RGS12 GoLoco inh,Tau FP inhib,RECQ1 helicase,Tau ThT inhib,TRb SRC2 PPI,TexasRed fluor
CCCOC(=O)c1ccc(Cl)c(NC(=O)c2cccnc2)c1,9%,8%,7%,4%,-2%,-14%,3%,-4%
CC(C)c1ccc(NC(=O)C2CCN(S(=O)(=O)c3ccc(Br)s3)CC2)cc1,.,.,.,-15%,.,-7%,2%,-1%
